HepG2 tox: counter-screen for TGF-b inhibitors: cytotoxicity in HepG2 cells; HepG2 CAGA-GFP viability, ATP luminescence, 18 h; Potency, µM (titrated, usually from 46.1 µM), without a hit: at the highest dose activity change, negative = cytotoxicity, hits mostly cytotoxic; 410,000 tested, 0.76% active; note: potency is the fitted concentration of half-maximal effect; some results filed as inactive show a strong effect at the top dose
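HepG2 CAGA-GFP cells (1000/well, DMEM with 1% FBS) received compound, then TGF-beta at 500 pg/mL final, and were incubated 18 hours at 37 degrees C. Viability was read by CellTiter-Glo luminescence. Media-only wells were set as complete cell-killing and DMSO as no toxicity.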
EPAC2 agonist: agonists of human EPAC2 (RAPGEF4); AID 720711; Potency, µM (series often up to 154 µM), without a hit: at the highest dose activation, usual class: activators; Q8WZA2; 360,000 tested, 0.079% active; EPAC2 activation, biochemical qHTS; response scale: 100% = 6.5 mM cAMP response; note: potency is the fitted concentration of half-maximal effect; nearly all actives have a fitted effect of over 50% in size
Target sequence (Q8WZA2 whole entry, looked up): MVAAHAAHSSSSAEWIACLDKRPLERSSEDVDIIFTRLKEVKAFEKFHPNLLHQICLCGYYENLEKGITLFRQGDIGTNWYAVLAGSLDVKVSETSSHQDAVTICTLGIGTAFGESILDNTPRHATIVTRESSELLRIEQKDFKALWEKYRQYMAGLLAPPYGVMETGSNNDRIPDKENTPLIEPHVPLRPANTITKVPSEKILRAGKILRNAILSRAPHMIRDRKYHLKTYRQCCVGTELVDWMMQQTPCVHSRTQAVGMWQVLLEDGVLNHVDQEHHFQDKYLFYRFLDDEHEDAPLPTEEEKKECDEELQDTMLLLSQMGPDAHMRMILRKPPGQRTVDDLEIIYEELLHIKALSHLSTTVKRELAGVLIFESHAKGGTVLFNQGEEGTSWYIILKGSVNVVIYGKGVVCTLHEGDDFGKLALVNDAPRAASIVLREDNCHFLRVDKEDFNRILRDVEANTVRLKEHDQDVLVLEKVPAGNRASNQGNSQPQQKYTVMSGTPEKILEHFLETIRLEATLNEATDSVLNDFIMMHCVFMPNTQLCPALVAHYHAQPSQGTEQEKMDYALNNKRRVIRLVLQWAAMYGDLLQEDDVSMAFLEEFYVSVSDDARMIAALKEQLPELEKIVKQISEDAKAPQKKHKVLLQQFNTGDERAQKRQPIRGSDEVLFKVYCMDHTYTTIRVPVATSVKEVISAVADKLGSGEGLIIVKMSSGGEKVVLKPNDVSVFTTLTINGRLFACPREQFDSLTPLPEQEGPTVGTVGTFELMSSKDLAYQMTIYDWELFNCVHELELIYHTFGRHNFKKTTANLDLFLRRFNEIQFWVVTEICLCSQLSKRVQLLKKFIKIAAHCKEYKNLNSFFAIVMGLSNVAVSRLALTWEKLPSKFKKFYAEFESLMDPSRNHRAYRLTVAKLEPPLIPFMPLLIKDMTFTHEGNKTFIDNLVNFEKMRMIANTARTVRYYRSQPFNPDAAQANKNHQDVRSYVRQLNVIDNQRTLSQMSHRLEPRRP
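Each well held 100 nM EPAC2, 250 nM RAP1B-BODIPY-GDP and 50 uM GDP. Fluorescence, read at 5-min intervals to 30 min, was referenced to a 6.5 mM cAMP positive control.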
Nrf2 block: blocks Nrf2 signaling | A549 ARE-Fluc reporter, luciferase luminescence, 18-24 h | Potency, µM (doses to about 46 µM), inactives show top-dose activity change, negative = inhibition, actives largely listed as inhibitors | 360,000 tested, 2.1% active | AID 504444; note: potency is the fitted concentration of half-maximal effect; % is set by controls: 0 for no effect and ±100 for the full control effect; nearly all actives have a fitted effect of over 60% in size
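Nrf2 activity is the BugLite luminescence, read 15 min after reagent at room temperature, following CellTiter-Fluor cytotoxicity readout (30 min, 37C). Compound titrations were applied for 18-24 h to 5000 A549 ARE_Fluc cells/well in 5% FBS OPTI-MEM.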
A549 viability: A549 cytotoxicity, counter-screen for Nrf2 inhibitors; Potency, µM (series often up to 46 µM), without a hit: at the top dose activity change, negative = cytotoxicity, actives largely listed as inhibitors; AID 504648; 390,000 tested, 0.16% active; A549 ARE-Fluc cells, CellTiter-Fluor viability, 18-24 h; note: potency is the fitted concentration of half-maximal effect; % is set by controls: 0 for no effect and ±100 for the full control effect
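A549 ARE-Fluc cells in 5% FBS OPTI-MEM, 5000 cells/well, rested 2 h then exposed to compounds in concentration-response for 18-24 h at 37 °C. Viability by CellTiter-Fluor fluorescence (Ex 405/Em 525) after 30 min; luciferase luminescence (BugLite, 15 min, RT) read afterwards.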
S2 tox: reduces viability in counter-screen for ATXN expression inhibitors | 400,000 tested, 0.49% active | AID 651635 | S2 cells (HEK-293 line with an ATXN2-luciferase reporter) viability, CellTiter-Fluor protease fluorescence, 24 h | Potency, µM (top dose mostly 56.7 µM), usual class: cytotoxic; note: potency is the fitted concentration of half-maximal effect; nearly all actives have a fitted effect of over 40% in size
IL2 activator: activates IL-2 in a cell-based reporter assay; activation, % (series mostly up to about 46 µM); IL-2 activation reporter assay, cell-based qHTS; stimulated with anti-CD3/CD4/CD28 beads; in transgenic mouse T cells; 360,000 tested, 0.065% active; AID 652025; in the data active = activation above about 50%; inconclusive = mostly about 30% to 49%; note: 0% is about no effect
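Readout is EGFP and DsRed signal by fluorescent plate cytometry after 18 h at 37 degrees C. Transgenic mouse T cells (750/well) received compound for 60 min before bead stimulation (anti-CD3, anti-CD4, anti-CD28); memory T cells served as non-tolerant control.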
TGFb SMAD3 inh: blocks TGF-b signaling. Potency, µM (series often up to 46.1 µM), for the others: top-dose activity, negative = inhibition, hits mostly inhibitors. HepG2 CAGA-GFP TGF-b/SMAD3 reporter, GFP fluorescence, 18 h; TGF-beta stimulated, 500 pg/mL final. AID 588855. 410,000 tested, 1.2% active; note: potency is the fitted concentration of half-maximal effect; % is set by controls: 0 for no effect and ±100 for the full control effect; nearly all actives have a fitted effect of over 65% in size
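Per well, imaged GFP fluorescence of HEPG2 CAGA-GFP cells gives the signal; cells get compound, then TGF-beta (500 pg/mL final), 18 h at 37 degrees C; %Activity versus -TGF-beta and +DMSO controls.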
ATXN2 expr inh: inhibitors of ATXN2 expression; HEK-293 ATXN2-luciferase reporter, luminescence, 24 h; Potency, µM (titrated, usually from 57 µM), for the others: at the highest dose activity change, negative = inhibition, usual class: inhibitors; 360,000 tested, 0.72% active; AID 1745845; note: potency is the fitted concentration of half-maximal effect; % is set by controls: 0 for no effect and ±100 for the full control effect; nearly all actives have a fitted effect of over 55% in size
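qHTS (up to 57 uM final) was run with 24 h compound exposure of reporter cells at 37 °C. Each well was multiplexed: SteadyGlo luminescence measured ATXN2-luciferase expression after a fluorogenic Gly-Phe-AFC viability readout (25 uM final).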
Nrf2 ARE act: activates Nrf2 signaling | Potency, µM (doses to about 46.1 µM), inactives show at the highest dose activation, usual class: activators | AREc32 ARE-luciferase reporter (MCF7-derived line), luminescence, 24 h | 410,000 tested, 0.31% active | AID 624171; note: potency is the fitted concentration of half-maximal effect; % of control where 0% means no effect; nearly all actives have a fitted effect of over 65% in size
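AREc32 cells carrying an ARE-driven firefly luciferase reporter were seeded at 1000 cells/well in OPTI-MEM with 5% FBS, then exposed to compound for 24 hr at 37 deg C. Luminescence was read with Steady-Glo after 30 min at RT.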
Active calls of the source: *; i = inactive; ? = inconclusive; / = no result given; [ ] = another dose, or the depositor's remark. Unless noted, calls come from the whole dose curve; as a rule, active = well fitted curve in the direction sought with a large enough effect; inconclusive = small, poorly fitted or top-dose-only effect, or another doubt; inactive = no such curve, though single readings can be large; an effect the other way counts as inactive or inconclusive.

SMILES	HepG2 tox	EPAC2 agonist	Nrf2 block	A549 viability	S2 tox	IL2 activator	TGFb SMAD3 inh	ATXN2 expr inh	Nrf2 ARE act
Cc1noc(C)c1COC(=O)c1cc(S(=O)(=O)N2CCOCC2)ccc1Cl	-42%	6%	-17%	5%	i	-0.8	13%	-14%	2.7%
CCc1ccc2[nH]c(=O)c(CN(Cc3nnnn3C3CCCC3)C3CCCCC3)cc2c1	-31%	13%	?	-13%	?	-1.4	?	-27%	14%
Cc1cccc(C)c1-n1ncc(C(=O)N2CCN(c3ccccn3)CC2)c1C1CCN(C(=O)OC(C)(C)C)CC1	-27%	/	-23%	11%	i	/	-16%	?	9.6%
CCc1cc(OCCOCCN(C)C)ccc1Cl	-2%	-10%	5%	0%	i	-3.8	0%	-4%	0.1%
Cc1cc(C)nc(SCc2nnc(SCC(=O)OC3CCCCC3)o2)n1	-6%	-7%	-5%	-1%	i	-4.1	-2%	-2%	0.0%
CCn1cc(S(=O)(=O)NCc2ccccc2Br)cn1	-43%	7%	11%	8%	i	-3.5	3%	-2%	-0.6%
O=C(NC1CC2CCCC(C1)N2C(=O)N1CCCCC1)C1CCCCC1 (stereo not given)	0%	-1%	1%	-1%	i	2.6	2%	-5%	-0.3%
Nc1cnn(C2OC(CO)C(O)C2O)c(=O)n1 (stereo not given)	20%	8%	?	-17%	i	-0.8	13%	-16%	1.0%
CCCN(CC(=O)Nc1ccccc1C)C(=O)c1oc2ccc(OCC)cc2c1C	-11%	-11%	-2%	-4%	i	-0.8	0%	5%	3.1%
Cc1cc(CNC(=O)Cn2nc(C)c([N+](=O)[O-])c2C)c2ccccc2n1	-1%	10%	-10%	2%	i	-3.9	2%	-18%	-0.4%
COc1ccccc1N1CCN(C(=O)NCc2ccc(Cl)cc2)CC1	-12%	16%	-8%	5%	i	-2.1	0%	-8%	3.6%
O=[N+]([O-])c1ccc(N2CCNCC2)cc1Sc1nc2ccccc2[nH]1	-8%	12%	13%	-15%	i	-3.0	0%	-38%	9.7%
Cc1cccc(NC(=O)CSc2nc3[nH]ncc3c(=O)[nH]2)c1C	2%	-12%	16%	0%	i	5.7	9%	0%	-0.9%
COc1ccc(C(C(=O)NCc2ccccc2)N(Cc2cccnc2)C(=O)c2snc(C(N)=O)c2N)cc1OC (stereo not given)	1%	7%	2%	1%	i	-2.2	18%	4%	0.0%
CC(=O)NC(c1ccccc1)c1nc(-c2cccnc2)cs1 (stereo not given)	1%	6%	/	/	i	0.1	28%	9%	-0.1%
Cc1ccc(S(=O)(=O)N2CCCC2)cc1C(=O)NCCOc1ccccc1	-39%	6%	1%	-1%	i	0.3	-26%	/	0.1%
N/C(=N\OC(=O)C12CC3CC(CC(C3)C1)C2)c1ccccn1	-3%	0%	25%	-4%	i	-2.5	-5%	58%[activator]	4.4%
COc1ccc(/C=C(/NC(=O)c2ccccc2)C(=O)N2CCC(C)CC2)cc1	-13%	4%	-5%	2%	?	0.8	11%	-6%	0.5%
Cc1ccc([C@H]2C[C@@H](n3cc(-c4ccc(F)cc4)nn3)[C@H](O)CN2C(=O)C2CCCCC2)cc1	-10%	-1%	/	/	?	-1.2	1%	-2%	0.6%
CCOC(=O)N1CCN(C(=O)COc2ccc(S(=O)(=O)NCC(C)C)cc2C)CC1	-2%	6%	/	-14%	i	-0.2	0%	-8%	-0.6%
CSc1nnc(-c2ccccc2Cl)o1	-4%	6%	?	-4%	i	0.1	-4%	35%	8.0%
Cc1ccc(C)c(NC(=O)CN(C)C(=O)[C@@H](NC(N)=O)C(C)C)c1	-9%	4%	4%	0%	i	2.0	-5%	6%	0.0%
O=C(Nc1cccc(Br)c1)c1ccc2nc(N3C(=O)CCC3=O)sc2c1	-99%	5%	6%	1%	?	-4.2	0%	5%	-0.1%
O=C(/C=C/c1ccc(Br)cc1)NCCCn1ccnc1	-16%	9%	-17%	1%	?	-0.9	3%	/	3.3%
Cc1ccc(S(=O)C(c2ccccc2)c2ccccc2)cc1 (stereo not given)	-17%	-6%	-13%	0%	i	0.3	3%	1%	-0.6%
COc1cccc(N2C(=O)Nc3ccc(Br)cc3C2(O)C(=O)NCCCN(C)C)c1 (stereo not given)	0%	7%	7%	0%	?	-0.2	9%	1%	0.1%
CN1CC2=Cc3ccccc3OC23Oc2ccccc2C=C3C1	-86%	-3%	/	?	?	-0.3	?	-25%	-3.7%
CNC(=O)c1ccc(OCc2ccccc2)c(OC)c1	8%	8%	/	11%	i	-0.3	10%	47%[activator]	1.9%
COc1ccc(CCNC(=O)C2CCN(S(=O)(=O)c3ccc(C)cc3)CC2)cc1OC	-7%	14%	-3%	19%	i	0.1	-1%	-13%	3.5%
CN(C)/C=C1\C(=O)NN=C1c1ccccc1	7%	9%	-1%	1%	i	0.4	15%	0%	-0.8%
CCC(C)NC(=O)COC(=O)Cc1sc(N)nc1-c1ccc(C)cc1 (stereo not given)	-2%	15%	0%	-13%	i	-2.7	1%	/	0.2%
CSCC[C@H](N)C(=O)N1CCC(C(=O)N[C@H](C(=O)NCc2ccccc2F)C(C)C)CC1	0%	-1%	11%	-15%	?	0.8	12%	0%	-0.2%
CCOc1ccc(NC(=S)NNC(=S)Nc2cccc(C(F)(F)F)c2)cc1	-31%	-6%	?	2%	i	0.7	-27%	1%	0.4%
C/C(=N\NC(=O)CCC(=O)O)c1c(-c2ccccc2)c2cc(Br)ccc2[nH]c1=O	-8%	7%	3%	1%	i	0.2	-7%	4%	-0.6%
COCCSc1nnc(NC(=O)C2CCCO2)s1 (stereo not given)	-3%	6%	16%	-5%	i	0.0	1%	3%	2.6%
CCOC(=O)c1sc2ncn(CC(=O)Nc3cc(Cl)ccc3C)c(=O)c2c1C	-12%	/	-2%[9.27 µM]	-2%	i	/	-3%	11%	0.5%
C/C(N)=C(/C#N)C(=O)CSc1cc(C)c2cc(C)cc(C)c2n1	1%	-7%	-27%	2%	i	-6.5	10%	-9%	2.4%
CCOc1ncccc1C(=O)Nc1ccc(S(=O)(=O)Nc2nc(C)cc(C)n2)cc1	1%	25%	-5%	13%	i	-3.7	1%	9%	2.7%
O=C(O)C1CCC1C(=O)Nc1nc(-c2ccc(Cl)s2)cs1 (stereo not given)	-18%	4%	-9%	-3%	i	1.6	-14%	20%	0.6%
Cc1noc(NC(=O)c2ccc(Cl)cc2)c1Cl	-12%	0%	?	-1%	i	6.6	5%	-4%	6.6%
CC(C)CNC(=O)CN1C(=O)NC(Cc2c[nH]c3ccccc23)C1=O (stereo not given)	4%	9%	2%	4%	i	0.4	6%	-11%	0.5%
O=C1C=C(NCc2ccc(Cl)cc2)CC(c2ccco2)C1 (stereo not given)	-4%	2%	-18%	-7%	i	2.8	7%	1%	4.5%
COc1ccc(S(=O)(=O)N(C)CC(=O)Nc2ccccc2OC)cc1	-11%	10%	-18%	3%	i	-0.2	-6%	-4%	-0.3%
Cn1cccc1/C=C1\SC(=O)N(CC(=O)Nc2ccc(F)cc2)C1=O	-24%	10%	-2%	-16%	i	15	8%	-25%	2.7%
Cc1c(C#N)c2ccccc2n1CC(=O)NCc1cccnc1	2%	-1%	-5%	1%	i	1.3	-7%	-1%	0.3%
Nc1cc(S(=O)(=O)N2CCOCC2)ccc1Oc1ccc(F)cc1	-5%	-6%	?	0%	i	-3.1	-9%	-25%	-0.9%
C/C(=N\NC(=O)CSc1nc2ccccc2c(=O)n1-c1ccccc1C)c1cccs1	-17%	9%	?	-23%	?	1.3	-10%	-10%	0.8%
COc1ccc(C2=CCC3CCCCN3C2)cc1OC (stereo not given)	2%	-4%	14%	-6%	i	0.1	-20%	14%	0.0%

Among those listed so far, 2 contain a cyano group:
SMILES	HepG2 tox	EPAC2 agonist	Nrf2 block	A549 viability	S2 tox	IL2 activator	TGFb SMAD3 inh	ATXN2 expr inh	Nrf2 ARE act
C/C(N)=C(/C#N)C(=O)CSc1cc(C)c2cc(C)cc(C)c2n1	1%	-7%	-27%	2%	i	-6.5	10%	-9%	2.4%
Cc1c(C#N)c2ccccc2n1CC(=O)NCc1cccnc1	2%	-1%	-5%	1%	i	1.3	-7%	-1%	0.3%

More records follow.
SMILES	HepG2 tox	EPAC2 agonist	Nrf2 block	A549 viability	S2 tox	IL2 activator	TGFb SMAD3 inh	ATXN2 expr inh	Nrf2 ARE act
Cc1oc(-c2cccs2)nc1CN1CCN(C2CCCC2)C(CCO)C1 (stereo not given)	-24%	-8%	1%	-8%	i	-0.3	0%	2%	-0.2%
COc1ccc(S(=O)(=O)NC(CC(=O)NCc2ccccc2OC)c2ccco2)cc1 (stereo not given)	-1%	-3%	/	-7%	i	-0.7	-5%	3%	0.3%
CCOC(=O)N1CCC(N2Cc3cccc(C(=O)Nc4ccc(N(CC)CC)cc4C)c3C2=O)CC1	2%	-4%	10%	4%	i	-2.9	1%	-1%	-0.7%
CCCCC1=CC2=CC(=O)C(C)(OC(=O)CC)C(=O)C2=CN1CCc1c[nH]c2ccccc12 (stereo not given)	-4%	6%	3%	-5%	i	0.6	2%	-5%	0.9%
O=C(Nc1ccc(Cl)cc1)Nc1nnc(Cc2ccc([N+](=O)[O-])cc2)s1	-1%	7%	-2%	-5%	i	1.6	-10%	156%[activator]	-0.4%
